# Assay outcomes (PubChem)
# TAG inh: inhibitors of triacylglycerol accumulation. 0.66% of 230,000 active. AID 651582. H9c2 cells, Nile Red lipid (TAG) fluorescence; cells loaded with 200 µM oleic acid. inhibition, % at 12.5 µM;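 active = pattern-corrected inhibition of lipid staining of at least 50% with the nuclear-stain viability signal not falling by more than 50%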;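 note: 0% = DMSO wells and 100% = triacsin C control wells; some results filed as inactive read as strong as hits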
# TAG inh DAPI viability: further read-out of TAG inh, marked with its call; DAPI nuclei signal change (viability), lower = more cytotoxic, %;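 whole-well DAPI fluorescence read on a plate reader as a viability signal; minus 50 percent equals half of cells still viable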
# * hit, by the source's call.
1	COC(c1ccccc1)c1nnc(CCC(=O)N2CCN(C3CCCC3)CC2)o1 (stereo not drawn)
2	Cc1cccc(NC(=O)CN2CCN(C(=O)CN3C(=O)NC4(CCCCC4C)C3=O)CC2)c1C (stereo not drawn)
3	c1ccc(COc2ncnc3c2ncn3CCCNCC(c2ccccc2)c2ccccc2)cc1
4	O=C(N[C@H]1C/C=C\C(c2cccc(F)c2)N(Cc2ccccc2)C(=O)C1)OCC1c2ccccc2-c2ccccc21 (stereo partly drawn)
5	COc1ccc(-c2ccc(C(=O)NC(C)C)c3occc23)c(C)c1
6	S=C1NC(C23CC4CC(CC(C4)C2)C3)=CC(c2ccc3c(c2)OCO3)N1 (stereo not drawn)
screen / no.	1	2	3	4	5	6
TAG inh	-2	-9	0	8	-30	-17
TAG inh DAPI viability	2	-11	8	4	-1	-2

7	O=C1CC(c2ccccc2)CC(=O)C1=CN1CCCC1 (stereo not drawn)
8	Cc1cc(C(F)F)nn1CC(=O)NCc1ccccc1F
9	O=C(Cn1cnc2ccccc21)Nc1cc(C(F)(F)F)ccc1N1CCOCC1
10	CCc1nc2ccc(C(=O)N3CCN(S(=O)(=O)CC)CC3)cn2c1N(CC)C(=O)NCCc1ccccc1
11	O=C(CN1CCCCC1)Nc1cc(S(=O)(=O)N2CCOCC2)ccc1N1CCCC1
12	Cc1cc(C)c(/C=N/n2c(C)cc(C)c(C#N)c2=O)c(C)c1
screen / no.	7	8	9	10	11	12
TAG inh	-2	-10	1	-3	-2	13
TAG inh DAPI viability	-7	-6	13	6	3	5

13	COc1ccc(Cl)cc1C(=O)OCC(=O)Nc1cccnc1Cl
14	O=C(Nc1ccc2c(c1)OCO2)C1Cc2ccccc2CN1S(=O)(=O)c1cccs1 (stereo not drawn)
15	C[C@@]12C(=O)N(CC3CC3)CC(=O)N1[C@H](C1CC1)[C@@H]1C(=O)N(c3ccccc3)C(=O)[C@@H]12
16	O=C(CCCCn1c(=O)c2ccccc2n(CC(=O)Nc2ccc(F)cc2)c1=O)NCc1ccco1
17	COc1cc(-c2cc(O)c(-c3ccc4ccccc4n3)c(=O)[nH]2)cc(OC)c1OC
18	Cc1ccc(C)c(OCC(=O)Nc2ccccc2N2CCCC2)c1
screen / no.	13	14	15	16	17	18
TAG inh	-27	22	6	-9	9	-15
TAG inh DAPI viability	6	-14	-5	-16	38	1

19	COCCCNC(=O)c1ccc2c(c1)ncn2-c1ccccc1OC
20	CCn1ccnc1CN1CCCCC1C(=O)Nc1ccc(Oc2cccnc2)cc1 (stereo not drawn)
21	CCC1Oc2ccc(C)cc2N(CC(=O)N(Cc2cccnc2)Cc2cccc(F)c2)C1=O (stereo not drawn)
22	COc1ccc(CNCc2cccc(Cl)c2)cc1
23	CC(C)Sc1nc2c(c(=O)[nH]c(=O)n2C)n1C
24	CCOc1ccc(Br)cc1C1=CC(=O)C[C@H](c2ccc(OC)cc2)C1
screen / no.	19	20	21	22	23	24
TAG inh	-10	17	-6	0	-3	24
TAG inh DAPI viability	6	-10	7	9	6	-28

25	CCn1ccnc1C(O)c1cccc(OC)c1OC (stereo not drawn)
26	Cc1cccc(C)c1NC(=O)CNC(=O)c1ccc(S(=O)(=O)NCc2ccco2)cc1
27	COc1cccc(CNC(=O)CCC2CCCN(c3cc(C)nc(N(C)C)n3)C2)c1 (stereo not drawn)
28	O=C(O)c1cccc(Nc2nc3ccccc3nc2NS(=O)(=O)c2ccc(F)cc2)c1
29	CCN1CCN(c2oc(-c3ccco3)nc2C#N)CC1
30	CC(=O)c1ccc(C(=O)N2CCCC(CNC(=O)c3ccccc3Cl)C2)cc1 (stereo not drawn)
screen / no.	25	26	27	28	29	30
TAG inh	-9	6	-5	-1	-2	11
TAG inh DAPI viability	5	-12	15	-4	-6	1

31	CC1(C)C/C(=N\NC(=S)Nc2ccccc2F)c2cc(O)ccc2O1
32	CCc1ccc(CN(C)Cc2c(C(=O)N3CCOCC3)nc3c(C)cccn23)nc1
33	CN(Cc1cn(-c2ccccc2)nc1-c1ccc2c(c1)OCO2)Cc1nccn1C
34	Cc1ccc(NC(=O)CSCC(=O)Nc2cc(Cl)ccc2N2CCN(C)CC2)cc1
35	CCOC(=O)C(O)(CC(=O)Nc1cc(F)ccc1C)C(F)(F)F (stereo not drawn)
36	CCOc1ccc(/C(O)=C2\C(=O)C(=O)N(CCN(C)C)C2c2cccc(OC)c2OC)cc1Cl (stereo not drawn)
screen / no.	31	32	33	34	35	36
TAG inh	25	8	2	17	15	7
TAG inh DAPI viability	-11	-3	35	-4	2	-4

37	Cc1[nH]oc(=O)c1N=Nc1ccc2[nH]c(=O)[nH]c2c1
38	CCOC(=O)/C(N=Nc1ccc(Cl)cc1)=C(/O)c1ccc([N+](=O)[O-])cc1
39	CCN(C(=O)COC(=O)c1ccc([N+](=O)[O-])o1)c1cccc2ccccc12
40	Cc1ccc(C(=O)N2C(=S)C(c3ccc(F)cc3)=NC23CCN(C)CC3)cc1
41	COc1cc2[nH]c(=O)n(Cc3ccccc3Cl)c(=O)c2cc1OC
42	C[C@H](CO)N1C[C@H](C)[C@@H](CN(C)Cc2ccc(F)cc2)Oc2ncc(Br)cc2C1=O
screen / no.	37	38	39	40	41	42
TAG inh	7	3	69*	4	2	-2
TAG inh DAPI viability	1	-13	-50*	-6	6	-2

# Part of the list above in order of formula weight, lowest first:
39	CCN(C(=O)COC(=O)c1ccc([N+](=O)[O-])o1)c1cccc2ccccc12
40	Cc1ccc(C(=O)N2C(=S)C(c3ccc(F)cc3)=NC23CCN(C)CC3)cc1
42	C[C@H](CO)N1C[C@H](C)[C@@H](CN(C)Cc2ccc(F)cc2)Oc2ncc(Br)cc2C1=O
screen / no.	39	40	42
TAG inh	69*	4	-2
TAG inh DAPI viability	-50*	-6	-2

# (further entries)
43	CC(C)N(C(=O)[C@H]1CC(CC(=O)NC(C)(C)C)C(=O)N2CCc3c([nH]c4ccccc34)[C@]12C)C(C)C (stereo partly drawn)
44	CS(=O)(=O)N1CCC(C(=O)NCc2ccc(Cl)cc2)CC1
45	Cc1nc2c(OCc3ccc(F)cc3)cccn2c1N(C)C(=O)CCC1CCCC1
46	O=c1c(O[C@H]2O[C@@H](CO)[C@H](O)[C@@H](O)[C@@H]2O)c(-c2ccc(O)cc2)oc2cc(O)cc(O)c12
47	Cc1ccc(C(=O)COC(=O)CNC(=O)c2cccs2)cc1
48	c1ccc(-c2nn(-c3ccccc3)[n+](-c3ccccc3)n2)cc1
screen / no.	43	44	45	46	47	48
TAG inh	5	4	3	7	-2	11
TAG inh DAPI viability	-5	-4	-1	-2	3	-8

49	CN1CC(=O)N(CC(=O)Nc2ccc(OCc3ccccc3)cc2)C1=O
50	CCCc1nc2ccccc2c(C(=O)OCC(=O)Nc2c(C)n(C)n(-c3ccccc3)c2=O)c1CC
51	C=C1C[C@H](O[C@@H]2O[C@H](CO)[C@@H](O)[C@H](O)[C@H]2O)[C@@H]2[C@H](OC(=O)[C@H]2C)[C@H]2[C@H](C)[C@H](O)C[C@@H]12
52	CC(Sc1nnc(NC2CC2)s1)C(=O)Nc1ccc(S(N)(=O)=O)cc1 (stereo not drawn)
53	Cc1cc(-c2ccccc2)c2nncn2n1
54	CCOc1ccccc1C1CC(=O)Nc2cc(OC)c(OC)c(OC)c21 (stereo not drawn)
screen / no.	49	50	51	52	53	54
TAG inh	-1	-4	13	1	7	-7
TAG inh DAPI viability	-3	-3	5	-4	7	9

55	Nc1nnnn1/N=C/C=C/c1ccccc1
56	Cc1ccc(CNC(=O)C2CC(=O)N(C3CCCCCCC3)C2)cc1 (stereo not drawn)
57	CCCCC[C@H](O)/C=C/[C@@H]1[C@@H](C/C=C\CCCC(=O)O)[C@H]2CO[C@@H]1C2
58	Cc1cc(C)n2nc(C(=O)N3CCOCC3)nc2n1
59	COP(=O)(OC)C(NC(=O)Nc1ccccc1)c1ccccc1 (stereo not drawn)
60	COc1ccc(S(=O)(=O)N2CCCCC2)cc1NC(=O)c1ccc(=O)[nH]c1
screen / no.	55	56	57	58	59	60
TAG inh	-9	8	-14	-27	4	-11
TAG inh DAPI viability	11	-5	37	-6	-8	-10

61	Cc1nnc(NC(=O)c2cccc(S(=O)(=O)N3CCN(C)CC3)c2)s1
62	COc1ccc(C2(C(=O)NCc3ccco3)CCCC2)cc1OC
63	CCCCC(O)CN1CCC(c2ccccc2)CC1 (stereo not drawn)
64	N#Cc1ccccc1S(=O)(=O)N1CCN(C(=O)c2cc3c(s2)CCC3)CC1
65	Cc1nc2sc(C(N)=O)c(N)c2c2c1CCCC2
66	CCOC(=O)c1sc(=S)n(-c2ccccc2)c1N
screen / no.	61	62	63	64	65	66
TAG inh	7	16	20	-6	1	3
TAG inh DAPI viability	-4	-5	5	-10	5	6

67	CC1CCC/C(=C\Nc2ccc(C(=O)O)c(O)c2)C1=O (stereo not drawn)
68	CCCCN1CC(=O)N2[C@@H]3c4cc(Br)ccc4OC[C@@H]3[C@H](C(=O)OCC)[C@]2(C)C1=O
69	CN(C)/C=C/C(=O)c1ccncc1
70	Cc1ccc(NC(=O)CSc2ncn[nH]2)c([N+](=O)[O-])c1
71	CC(C)C(=O)Nc1cccc(C(=O)Nc2ccc(S(=O)(=O)N3CCOCC3)cc2)c1
72	CC(=O)N1CCc2cc(S(=O)(=O)NCCC(=O)NCCc3ccc(C)cc3)ccc21
screen / no.	67	68	69	70	71	72
TAG inh	3	2	6	-11	19	-29
TAG inh DAPI viability	-4	-1	-10	0	-9	24

73	CN1CCN(c2ccc(NC(=O)c3ccc4c(c3)OCCO4)cc2Cl)CC1
74	CC1C/C(=C/c2cccn2C)C(=O)/C(=C/c2cccn2C)C1 (stereo not drawn)
75	CCOc1ccc(NC(=O)CSc2nnc(Cc3ccccc3)c(=O)n2N)cc1
76	COc1ccc(Nc2nc(-c3cccs3)nc3ccccc23)cc1S(=O)(=O)N1CCOCC1
77	CC(C)(C)c1ccc(-c2nn(CCC#N)cc2/C=N/O)cc1
78	C[C@@H]1CN([C@@H](C)CO)S(=O)(=O)c2ccc(C#Cc3cccc(F)c3)cc2O[C@H]1CN(C)S(=O)(=O)c1cn(C)cn1
screen / no.	73	74	75	76	77	78
TAG inh	22	-165	36	30	-7	8
TAG inh DAPI viability	0	-9	-11	8	10	-5

79	Cc1cc(C(=O)CSc2nnc(N)s2)c(C)n1C1CC1
80	Cc1ccc(C2=NOC(=O)/C2=C\c2ccccc2)cc1
81	COc1cc(/C=N/NC(=O)c2ccc(CN3C(=O)c4cccc5cccc3c45)cc2)cc(OC)c1O
82	CC(C)c1ccc(NC(=O)COC(=O)c2nn(C)c(=O)c3ccccc23)cc1
83	CCc1ccc(C2C(=O)c3ccccc3C2=O)cc1
84	CCCCn1c(N)c(N(CCOC)C(=O)c2cc(-c3ccc(F)cc3)nc3ccccc23)c(=O)[nH]c1=O
screen / no.	79	80	81	82	83	84
TAG inh	8	11	13	12	0	34
TAG inh DAPI viability	-2	-2	13	1	-6	-5

85	Cc1ccc2c(c1)C(O)(CC(=O)c1cccc(-n3cccc3)c1)C(=O)N2 (stereo not drawn)
86	COc1ccc(NC(=O)c2cccc(S(=O)(=O)N3CCc4ccccc43)c2)c(OC)c1
87	CCOC(=O)C(=CNc1ccc(Cl)cn1)C(=O)OCC
88	O=C(O)CSc1nnc(-c2cc3ccccc3o2)n1-c1ccccc1
89	O=C(NNc1ccc([N+](=O)[O-])cn1)Nc1ccc(N=Nc2ccccc2)cc1
90	O=C(c1ccccc1)N1CCN(c2ncnc3c(-c4ccccc4)nsc23)CC1
91	CCOCCCNC(=S)N(CCN(C)C)Cc1cc2cc3c(cc2[nH]c1=O)OCCO3
screen / no.	85	86	87	88	89	90	91
TAG inh	12	-11	7	-9	6	2	0
TAG inh DAPI viability	-8	-3	-8	-1	2	-1	6

# Of the compounds above, these contain an aryl methoxy group:
5	COc1ccc(-c2ccc(C(=O)NC(C)C)c3occc23)c(C)c1
13	COc1ccc(Cl)cc1C(=O)OCC(=O)Nc1cccnc1Cl
17	COc1cc(-c2cc(O)c(-c3ccc4ccccc4n3)c(=O)[nH]2)cc(OC)c1OC
19	COCCCNC(=O)c1ccc2c(c1)ncn2-c1ccccc1OC
22	COc1ccc(CNCc2cccc(Cl)c2)cc1
24	CCOc1ccc(Br)cc1C1=CC(=O)C[C@H](c2ccc(OC)cc2)C1
25	CCn1ccnc1C(O)c1cccc(OC)c1OC (stereo not drawn)
27	COc1cccc(CNC(=O)CCC2CCCN(c3cc(C)nc(N(C)C)n3)C2)c1 (stereo not drawn)
screen / no.	5	13	17	19	22	24	25	27
TAG inh	-30	-27	9	-10	0	24	-9	-5
TAG inh DAPI viability	-1	6	38	6	9	-28	5	15

36	CCOc1ccc(/C(O)=C2\C(=O)C(=O)N(CCN(C)C)C2c2cccc(OC)c2OC)cc1Cl (stereo not drawn)
41	COc1cc2[nH]c(=O)n(Cc3ccccc3Cl)c(=O)c2cc1OC
54	CCOc1ccccc1C1CC(=O)Nc2cc(OC)c(OC)c(OC)c21 (stereo not drawn)
60	COc1ccc(S(=O)(=O)N2CCCCC2)cc1NC(=O)c1ccc(=O)[nH]c1
62	COc1ccc(C2(C(=O)NCc3ccco3)CCCC2)cc1OC
76	COc1ccc(Nc2nc(-c3cccs3)nc3ccccc23)cc1S(=O)(=O)N1CCOCC1
81	COc1cc(/C=N/NC(=O)c2ccc(CN3C(=O)c4cccc5cccc3c45)cc2)cc(OC)c1O
86	COc1ccc(NC(=O)c2cccc(S(=O)(=O)N3CCc4ccccc43)c2)c(OC)c1
screen / no.	36	41	54	60	62	76	81	86
TAG inh	7	2	-7	-11	16	30	13	-11
TAG inh DAPI viability	-4	6	9	-10	-5	8	13	-3

# Not all compounds are listed, so the mix of outcomes need not match the whole.
